Source: PubChem BioAssay
SR-BI HDL uptake: blocks mouse SR-BI lipid uptake from DiI-HDL; Q61009; ldlA[mSR-BI] CHO cells, DiI-HDL uptake fluorescence, 3 h; inhibition, % at 12.5 µM; actives 0.96% (n = 320,000); AID 488896;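 active means mean replicate inhibition of at least 70% and a set share of replicates each scoring 70 or more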;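 further: 0% = median of neutral control wells and 100% = median of positive control wells; values of inactives mirror those of a sister screen read the other way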
SR-BI uptake up: enhances SR-BI lipid uptake from DiI-HDL | CHO ldlA[mSR-BI] cells, DiI-HDL uptake fluorescence, 3 h; 100 = double the neutral-control signal | activation, % at 12.5 µM | actives 0.096% (n = 320,000);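 active means mean replicate activation of at least 60% and every replicate at or above 60%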;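 further: 0% = median plate neutral-control signal and 100% = twice that signal; values of inactives mirror those of a sister screen read the other way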
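Material: SR-BI-overexpressing, LDLR-lacking CHO cells | Dosing: Single compound concentration, delivered by pin transfer | Probe or stimulus: Labelled HDL, 10 µg/mL | Signal: Bottom-read cell fluorescence after medium removal, ex 550/em 595 nm | Schedule: 3 h, 37 °C | Evaluation: HDL uptake via cellular fluorescence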
MITF act: increases MITF-driven TRPM1 promoter luciferase signal; actives 0.75% (n = 300,000); activation, % at 12.5 µM; SK-MEL-5 TRPM1-promoter luciferase, 24 h; % of positive control, neutral wells = 0; AID 588334;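 active means mean activation of at least 80% with every replicate also reaching 80%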;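 further: 0% = neutral control wells and 100% = parthenolide positive control wells; values of inactives mirror those of a sister screen read the other way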
PvdQ inh: blocks Pseudomonas aeruginosa PvdQ acylase activity; purified PvdQ acylase, fluorescence plate reader; inhibition, % at 10 µM; actives 0.063% (n = 340,000); in the data active means inhibition above about 30%, passing the limit was not always enough;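 further: 0% = vehicle neutral wells and 100% = reference inhibitor wells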
CAL PDZ FP-1: human CAL PDZ-peptide interaction inhibition. purified CAL PDZ, TMR-peptide fluorescence polarization, 1 h. actives 0.02% (n = 330,000). inhibition, % at 20 µM. Q9HD26. AID 504414;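 active means highest replicate inhibition of at least 40%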;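 further: plate controls were DMSO neutral control wells for no effect and unlabeled competitor peptide control wells for full effect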
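material = purified tagged CAL PDZ domain construct (CerCALP) | compound dosing = 20 µM, one dose | times = 1 h at RT | measured by = fluorescence polarization from S- and P-plane intensities, G-factor corrected | read-out = inhibition from polarization loss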
NSD2 HMT inh: blocks human histone methyltransferase NSD2 | inhibition, % at 12.5 µM | O96028 | NSD2 peptide methylation, AlphaScreen, 120 min | AID 743445 | actives 0.54% (n = 310,000); in the data active means inhibition above about 50%
Rtt109 Vps75: inhibitors of Candida albicans Rtt109/Vps75 histone acetyltransferase. purified Rtt109/Vps75, ThioGlo CoA-SH fluorescence, 4 h. AID 540336. inhibition, % at 34.9 µM. Q5AAJ8. actives 0.16% (n = 330,000);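 active means inhibition of at least 50% in every replicate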
Target sequence (Q5AAJ8 whole entry, looked up): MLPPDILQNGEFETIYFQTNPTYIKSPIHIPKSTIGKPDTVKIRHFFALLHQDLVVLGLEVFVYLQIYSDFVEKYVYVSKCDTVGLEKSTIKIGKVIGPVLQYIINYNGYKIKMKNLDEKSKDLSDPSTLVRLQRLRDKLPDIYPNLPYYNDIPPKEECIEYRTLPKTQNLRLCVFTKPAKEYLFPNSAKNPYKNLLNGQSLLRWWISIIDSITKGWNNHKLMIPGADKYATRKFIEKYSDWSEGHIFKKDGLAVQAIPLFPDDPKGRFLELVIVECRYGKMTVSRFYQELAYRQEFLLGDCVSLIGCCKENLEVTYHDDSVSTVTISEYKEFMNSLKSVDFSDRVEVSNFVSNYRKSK
PfHsp90 set2: inhibits growth of yeast expressing Plasmodium falciparum Hsp90; S. cerevisiae expressing PfHsp90, BacTiter-Glo ATP, 48 h; yeast lacking PDR1 and PDR3 efflux regulators; inhibition, % at 9.4 µM; actives 0.32% (n = 310,000); AID 504621;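 active means every replicate shows inhibition above about 80%, whatever the replicate mean, limit read from the data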;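 further: 0% = DMSO neutral controls and 100% = 20 µM radicicol positive controls; yeast relying on Plasmodium falciparum Hsp90 in place of its own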
dFosB activator: enhances mouse delta FosB homodimer DNA binding | purified delta FosB, TAMRA-CDK5 oligo fluorescence polarization; percent of positive-control signal above neutral wells | activation, % at 25 µM | actives 0.99% (n = 340,000) | AID 493131;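 active means mean activation above about 17%, with every replicate also reaching it, limit read from the data, passing the limit was not always enough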;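 further: fluorescence polarization rise as delta FosB binds a TAMRA Cdk5 AP-1 oligo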
Target sequence (P13346 whole entry, looked up): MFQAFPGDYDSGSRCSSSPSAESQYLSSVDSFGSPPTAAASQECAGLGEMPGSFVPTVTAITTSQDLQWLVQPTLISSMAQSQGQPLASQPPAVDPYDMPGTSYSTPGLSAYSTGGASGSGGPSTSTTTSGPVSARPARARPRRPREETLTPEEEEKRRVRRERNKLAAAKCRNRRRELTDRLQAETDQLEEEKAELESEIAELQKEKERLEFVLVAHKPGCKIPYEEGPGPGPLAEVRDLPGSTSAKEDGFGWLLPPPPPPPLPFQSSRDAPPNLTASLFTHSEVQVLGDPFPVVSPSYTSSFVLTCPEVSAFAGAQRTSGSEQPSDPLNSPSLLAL
CAL PDZ FP-2: CAL PDZ (human) peptide binding inhibition. Q9HD26. purified CAL PDZ, TMR-peptide fluorescence polarization, 1 h. inhibition, % at 24.9 µM. actives 0.92% (n = 300,000). AID 602252;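 active means mean inhibition of at least 30% with at least half of replicates also reaching 30%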;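 further: 0% = DMSO neutral control and 100% = excess unlabeled competitor peptide PRC23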
Numbers without * were called inactive; nt = no result given. Rows are unselected. Share with any hit: about 4.3%.

SMILES	SR-BI HDL uptake	SR-BI uptake up	MITF act	PvdQ inh	CAL PDZ FP-1	NSD2 HMT inh	Rtt109 Vps75	PfHsp90 set2	dFosB activator	CAL PDZ FP-2
Cc1ccccc1-c1nc(CS(=O)(=O)CC(=O)NCCCN2CCOCC2)c(C)o1	-8	8	-19	-3	-1.5	-3	-6	-6	-10	-1
Cc1ccc(S(=O)(=O)ON2C(=O)c3cccc4cccc(c34)C2=O)cc1	-38	38	-7	-6	-1.7	2	-1	7	4	0
CCc1cc(C(=O)N2CCN(S(=O)(=O)c3ccc(Cl)cc3)CC2)sc1C	-5	5	-4	-3	-0.1	-11	4	nt	4	0
NS(=O)(=O)c1ccc(NNC(=O)c2ccccc2)cc1	-16	16	nt	-13	-0.6	0	-8	-14	0	nt
O=C(Cc1c(F)cccc1Cl)Nc1ccccn1	-4	4	nt	-19	-0.9	-2	1	5	-4	-2
Cc1ccccc1OC1CCN(C(=O)c2cc(COc3ccccc3)on2)CC1	-9	9	15	-11	-2.3	-6	1	0	-11	-3
CC(C)Cc1nccs1	-7	7	nt	-15	-0.1	nt	-4	11	9	-4
CNC(=O)c1cc2cc(Cl)cc(OC)c2oc1=O	-3	3	9	-14	-0.7	-1	-5	28	-3	-10
CCOc1ccc(S(=O)(=O)N2CCCC2)cc1	-29	29	11	-7	-1.6	-2	-17	-18	2	nt
C/C(=N/NC(=O)C(O)(c1ccccc1)c1ccccc1)c1ccc([N+](=O)[O-])o1	13	-13	-62	-8	17	6	5	-34	-8	-2
Cc1cccc2cc(CN(Cc3ccco3)S(=O)(=O)c3ccc4c(c3)OCCO4)c(=O)[nH]c12	-2	2	-1	3	-0.3	-7	5	nt	-10	5
CCCC(=O)Nc1ccc(-c2ccc(NC(=O)CCC)cc2)cc1	20	-20	-2	-6	-0.8	-2	8	-8	-4	8
CC(C)[C@H](NC(=O)[C@@H]1Cc2ccccc2CN1C(=O)OC(C)(C)C)C(=O)NCc1ccco1	0	0	7	-7	-2.2	-5	10	1	-8	-4
Cc1ccc(C)c(S(=O)(=O)N2CCCOC2CNC(=O)C(=O)NCc2cccs2)c1 (configuration not stated)	20	-20	-3	-14	-0.9	2	-9	-4	-5	-5
CCc1cc(C(=O)OC)c(NC(=O)CSc2nccn2C)s1	11	-11	-4	2	-0.9	10	4	1	-6	-4
Cc1cc(C)c(C#N)c(SCc2ccc([N+](=O)[O-])cc2)n1	43	-43	17	1	-0.1	-5	8	-14	5	-4
NC(=O)CC(NSc1ccccc1[N+](=O)[O-])C(=O)O (configuration not stated)	-2	2	6	-13	-0.1	nt	-2	-1	-8	-3
CCn1cc(CNCc2cn[nH]c2-c2cc3ccccc3o2)cn1	-21	21	-12	-8	-0.7	-1	-1	-12	-15	3
CC(C)CN(CCCNC(=O)CC1Oc2ccccc2NC1=O)CC(C)C (configuration not stated)	-23	23	8	-15	nt	0	2	14	-2	-1
Cc1cc2c(c(=O)n1CCCn1ccnc1)C(c1ccco1)C(C#N)=C(N)O2 (configuration not stated)	-7	7	-7	-3	-0.7	-3	11	2	-4	nt
CCc1c(C)nc(N2CCN(c3ccccc3)CC2)[nH]c1=O	-13	13	nt	4	-1.7	1	-11	5	-9	5
Cc1ccccc1N(CC(=O)NCCc1ccccc1)C(=O)c1csnn1	-5	5	-1	-9	-0.7	nt	-4	-22	-12	-3
Cc1ccnn1CCC(=O)N1CCCC(CCC(=O)NCc2ccccc2F)C1 (configuration not stated)	0	0	5	-3	-3.1	-1	-8	-23	2	6
Fc1cccc(CNCC2CCCO2)c1 (configuration not stated)	nt	nt	5	-4	-0.5	-6	-3	-6	-6	nt
O=C(CC1C(=O)NCCN1Cc1ccccc1C(F)(F)F)NCCc1ccccn1 (configuration not stated)	5	-5	-2	-14	-2.4	nt	-5	-25	-9	-4

The listing continues:
SMILES	SR-BI HDL uptake	SR-BI uptake up	MITF act	PvdQ inh	CAL PDZ FP-1	NSD2 HMT inh	Rtt109 Vps75	PfHsp90 set2	dFosB activator	CAL PDZ FP-2
COc1ccc(C)cc1NS(=O)(=O)c1ccc2c(c1)n(C)c(=O)n2C	17	-17	6	-10	-0.9	-7	-3	-11	-13	4
OC(COc1cccc2ccccc12)CN1CCN(c2cccc(Cl)c2)CC1 (configuration not stated)	nt	nt	-8	-15	0.1	-1	-3	-2	-8	-11
O=C(Nc1ccccc1)/C(=C/c1cccnc1)NC(=O)c1ccco1	-5	5	0	0	-2.0	3	-3	9	-6	-4
COc1cc(CC2COC(=O)C2(O)Cc2ccc(O)c(OC)c2)ccc1O (configuration not stated)	0	0	-18	-20	-5.4	nt	6	-2	-10	-2
O=C1CN(C(=O)c2ccccc2F)C(c2ccc(F)cc2)c2cc(Br)ccc2N1 (configuration not stated)	-5	5	-9	-10	-3.0	1	-3	18	-11	-12
O=Cc1ccc(-n2cncn2)cc1	-41	41	9	-9	-2.2	-4	nt	-40	-3	-4
N#C/C(=C\c1ccco1)C(=O)NCC1CCCO1 (configuration not stated)	-11	11	-12	-7	-1.4	5	1	-17	0	-2
O=C(Cc1ccccc1[N+](=O)[O-])N1CCN(c2ccccc2F)CC1	-29	29	16	-5	-5.7	-1	-6	32	-11	-5
COCCn1c(SCC(=O)NNC(=O)Cc2ccccc2)nc2ccccc2c1=O	-17	17	3	15	-0.4	1	12	6	9	0
Cc1ccc(NC(=O)c2ccc(N/N=C/c3cccc(O)c3)c([N+](=O)[O-])c2)cc1	95*	-95	-78	-6	-0.9	nt	-7	nt	1	-3
CC1CC(C)CN(C(=O)Cn2c(SCC(=O)N3CCc4ccccc4C3)nc3ccccc32)C1 (configuration not stated)	31	-31	-5	-8	-0.6	1	-17	7	24*	1
O=C1C[C@H]2[C@H](CO)[C@@H](OC(=O)c3ccc(-c4ccccc4)cc3)C[C@H]2O1	-3	3	nt	-8	-0.2	0	2	20	-4	nt
O=C(O)c1cc(N2CCCCC2)ccn1	-7	7	-1	-16	-1.4	1	2	4	0	1
CCn1c(=NC(=O)c2ccc(S(=O)(=O)N(C)C)cc2)sc2cccc(OC)c21	4	-4	-8	-3	-3.0	-2	6	-12	-3	-5
N=C(N)CCCOc1ccccc1-c1ccccc1	-14	14	3	-6	-2.3	-1	-2	20	-5	-1
O=[N+]([O-])c1ccc(Sc2n[nH]c(-c3ccc(Cl)cc3Cl)n2)nc1	9	-9	-1	-19	nt	-5	2	-8	13	43*
O=C(NC1CCC(O)CC1)c1ccc(NS(=O)(=O)c2cccc([N+](=O)[O-])c2)cc1 (configuration not stated)	1	-1	7	-10	-0.4	-2	0	-12	-7	nt
CN1C(=O)/C(=C/c2ccc(O)c([N+](=O)[O-])c2)NC1=S	-19	19	-8	-9	-1.1	-2	0	23	-4	-2
COc1ccc(CCC(C)Nc2cccc(C)c2)cc1 (configuration not stated)	-4	4	7	-14	0.6	5	-5	8	-4	nt
COc1ccc(CN(C)C(=O)c2ccc(OCC(=O)Nc3cccc(C(F)(F)F)c3)c(OC)c2)c(OC)c1	67	-67	-35	-9	-1.1	-2	-3	-18	-20	-2
CC(C)c1ccc(/C=C/C(=O)N2CCc3ccccc3C2)cc1	-9	9	1	-8	-0.1	0	0	nt	-5	0
O=C(OCn1nnc2ccccc2c1=O)c1ccc(N2CCOCC2)c([N+](=O)[O-])c1	23	-23	-2	8	-2.6	1	7	5	-3	-1
Cc1cc(S(=O)(=O)N2CC(=O)N(CCc3ccccc3)C(=O)C2)ccc1F	-11	11	3	-14	0.0	0	5	-37	-7	1
Cc1cc2nc(-c3ccc[nH]c3=O)n(Cc3ccc(F)cc3)c2cc1C	0	0	9	-5	-0.7	1	7	17	3	-3
O=c1cc(CN2CC(O)Cc3ccc4ccccc4c32)nc2sccn12 (configuration not stated)	25	-25	3	-8	0.6	7	2	-4	-8	nt

Record cards (already shown). Screens in order: SR-BI HDL uptake, SR-BI uptake up, MITF act, PvdQ inh, CAL PDZ FP-1, NSD2 HMT inh, Rtt109 Vps75, PfHsp90 set2, dFosB activator, CAL PDZ FP-2
O=C(CC1C(=O)NCCN1Cc1ccccc1C(F)(F)F)NCCc1ccccn1 (configuration not stated) as listed: 5, -5, -2, -14, -2.4, nt, -5, -25, -9, -4
CN1C(=O)/C(=C/c2ccc(O)c([N+](=O)[O-])c2)NC1=S as listed: -19, 19, -8, -9, -1.1, -2, 0, 23, -4, -2
CC(C)CN(CCCNC(=O)CC1Oc2ccccc2NC1=O)CC(C)C (configuration not stated) as listed: -23, 23, 8, -15, nt, 0, 2, 14, -2, -1
O=C(NC1CCC(O)CC1)c1ccc(NS(=O)(=O)c2cccc([N+](=O)[O-])c2)cc1 (configuration not stated) as listed: 1, -1, 7, -10, -0.4, -2, 0, -12, -7, nt

Remaining list, next part:
SMILES	SR-BI HDL uptake	SR-BI uptake up	MITF act	PvdQ inh	CAL PDZ FP-1	NSD2 HMT inh	Rtt109 Vps75	PfHsp90 set2	dFosB activator	CAL PDZ FP-2
CCNc1nc(NCC)n2c(SCC(=O)O)nnc2n1	-19	19	-4	0	0.2	2	-1	-4	5	-6
Cc1c(C(=O)N2CCC(C)CC2)cccc1[N+](=O)[O-]	4	-4	-9	-14	-0.7	-5	0	5	-10	-7
Cc1ccc(S(=O)(=O)N(C)C)cc1NC(=O)COC(=O)CCC1CCCCC1	1	-1	-10	0	-2.3	-1	2	-24	-13	-2
COc1ccc(C(=O)N/C(=C\c2ccc3c(c2)OCO3)C(=O)Nc2ccc(C(=O)O)cc2)cc1	-5	5	9	12	-0.7	2	12	-12	-4	nt
CCOC(=O)C1CCCN(C(=O)COc2ccccc2F)C1 (configuration not stated)	-19	19	-3	-6	-1.3	-1	1	11	1	0
CCOC(=O)c1nn(-c2ccccc2)cc1O	-9	9	49	-14	0.2	-1	-1	-12	-7	-5
COc1ccc(OCCOc2ccccc2[N+](=O)[O-])cc1	-35	35	63	-7	0.6	nt	5	-2	-3	-3
Cc1csc(=O)n1CC(=O)OCC(=O)Nc1cc([N+](=O)[O-])ccc1Cl	-11	11	0	8	1.0	0	-13	-16	4	-1
Cc1ccc(S(=O)(=O)N2CCOCC2)cc1NC(=O)COC(=O)C1=COCCO1	-20	20	-8	-7	-1.0	7	-5	5	3	3
S=C1NC2(CCCCC2)N=C1c1ccccc1	3	-3	-3	-5	-1.7	-2	-5	-13	-11	nt
CCC/C(=C1/c2ccccc2C(=O)N1c1ccccc1)c1ccc2[nH]ccc2c1	-2	2	-25	-3	-0.2	nt	8	22	-5	-4
O=C(Cn1cnc([N+](=O)[O-])n1)N/N=C/c1cccc2ccccc12	-12	12	5	-2	-3.3	0	nt	2	-7	-1
COCCOCC(O)CN1CCN(c2ccccc2)CC1 (configuration not stated)	-48	48	-7	-18	-0.2	nt	-4	-24	-7	32*
O=C(C1CC1)N1CCC(c2nc(-c3ccc(S(=O)(=O)N4CCCC4)cc3)no2)CC1	3	-3	-6	14	-1.1	3	0	7	-3	3
